From PubChem BioAssay
D1 antagonist – Antagonist of Human D 1 Dopamine Receptor: qHTS. hit rate 3.2% among 360,000. AID 504652, 2011. HEK293 TREx D1 cells, calcium flux, dopamine EC80; stronger effect = lower value. D(1A) dopamine receptor (Homo sapiens), P21728. activity change, negative = inhibition, % at 10 µM; in the data active = activity change below about -30%; note: % is set by controls: 0 for no effect and ±100 for the full control effect
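Compound effects on dopamine-evoked calcium signalling were measured in tetracycline-induced HEK293 Trex D1 cells. Dopamine at EC80 followed a 180 s compound pre-read, and fluorescence was tracked kinetically for 180 s more.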
D1 potentiator – Potentiators of Human D1 Dopamine Receptor: qHTS. HEK293 TREx D1 cells, calcium flux, dopamine EC20 potentiation. potentiation, % at 10 µM. hit rate 0.036% among 360,000. AID 504651, 2011; in the data active = potentiation above about 30%; note: 0% is about no effect
D2 antag – HTS Assay for Allosteric Antagonists of the Human D2 Dopamine Receptor: Primary Screen for Antagonists; HEK293 TREx D2 cells, calcium flux, dopamine EC80; hit rate 2% among 340,000; D(2) dopamine receptor (Homo sapiens), P14416; inhibition, % at 10 µM; in the data active = inhibition above about 30%; note: 0% is about no effect
Target sequence (P14416 whole entry, looked up): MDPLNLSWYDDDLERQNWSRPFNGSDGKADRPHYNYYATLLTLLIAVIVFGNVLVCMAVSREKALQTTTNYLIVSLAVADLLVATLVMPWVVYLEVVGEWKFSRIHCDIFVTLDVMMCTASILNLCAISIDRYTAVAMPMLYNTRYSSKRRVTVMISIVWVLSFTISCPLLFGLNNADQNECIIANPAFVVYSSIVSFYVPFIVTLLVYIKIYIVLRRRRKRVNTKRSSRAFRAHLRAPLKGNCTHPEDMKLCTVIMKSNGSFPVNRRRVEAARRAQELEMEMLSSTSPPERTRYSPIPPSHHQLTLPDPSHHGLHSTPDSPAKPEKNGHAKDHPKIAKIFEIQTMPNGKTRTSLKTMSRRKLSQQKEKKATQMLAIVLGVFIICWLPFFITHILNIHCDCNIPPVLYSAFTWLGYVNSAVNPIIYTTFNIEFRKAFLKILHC
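Dopamine at EC80 is the agonist stimulus; test compounds precede it by 180 s. Calcium flux read kinetically in a force-coupled, inducible HEK293 T-REx D2 cell line.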
D2 PAM – HTS Assay for Positive Allosteric Modulators of the Human D2 Dopamine Receptor: Primary Screen for Potentiators; HEK293 T-REx D2, calcium flux, EC20 dopamine potentiation; potentiation, % at 10 µM; D(2) dopamine receptor (Homo sapiens), P14416; hit rate 0.34% among 340,000;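 active = potentiation over 3 SD above the plate norm, cut at about 30% in these data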; note: 0% is about no effect
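Using a no-wash calcium dye in inducible, force-coupled HEK293 Trex cells expressing D2, we tracked fluorescence each second for 180 s after compound, then for 180 s after EC20 dopamine to detect augmented signalling.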
RXFP1 antagonist – qHTS Assay for Antagonists of the Relaxin Receptor RXFP1; HEK293-RXFP1, relaxin-stimulated cAMP HTRF, 30 min; stronger effect = lower value; AID 1259400, 2018; Relaxin receptor 1 (Homo sapiens), Q9HBX9; hit rate 0.59% among 350,000; activity change, negative = inhibition, % at 57.5 µM;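 active = activity change of -60% or lower, but not beyond a set lower limit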; note: % is set by controls: 0 for no effect and ±100 for the full control effect
D1 ag – Allosteric Agonists of the Human D1 Dopamine Receptor: qHTS; D(1A) dopamine receptor (Homo sapiens), P21728; HEK293 T-REx D1 cells, calcium flux, agonist mode; activation, % at 2 µM; hit rate 1% among 360,000; AID 504660, 2011; note: 0% is about no effect
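Agonism was scored from calcium flux recorded over 180 s (1 read/s) after pintool compound addition, following a 10-cycle baseline. Cells were inducible force-coupled HEK293 TREx D1, plated overnight at 30 C and loaded with no-wash calcium dye.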
TRHR ag – qHTS for Small Molecule Agonists and Allosteric Enhancers of Human TRH Receptor: Primary Screen for Agonists; activation, % at 2 µM; TRHR cells, calcium flux fluo-8, FDSS agonist mode; hit rate 0.18% among 360,000; note: 0% is about no effect
Target sequence (P34981 whole entry, looked up): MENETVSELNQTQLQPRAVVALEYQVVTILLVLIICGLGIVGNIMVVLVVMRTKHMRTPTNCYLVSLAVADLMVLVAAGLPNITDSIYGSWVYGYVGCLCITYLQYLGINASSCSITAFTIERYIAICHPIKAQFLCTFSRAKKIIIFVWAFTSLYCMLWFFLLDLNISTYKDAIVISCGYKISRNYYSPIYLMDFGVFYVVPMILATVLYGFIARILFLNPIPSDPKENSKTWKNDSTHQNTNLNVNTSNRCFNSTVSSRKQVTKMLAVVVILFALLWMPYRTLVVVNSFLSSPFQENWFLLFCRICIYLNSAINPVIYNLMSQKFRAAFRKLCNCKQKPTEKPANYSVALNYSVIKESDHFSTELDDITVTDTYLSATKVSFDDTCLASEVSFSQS
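Read-out: compound-evoked intracellular calcium rise in TRHR cells, fluo-8 dye, kinetic FDSS fluorescence at 1 s/cycle following a 10-cycle baseline. Cells cultured overnight before dye loading (30 min–1.5 h, RT).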
TRHR PAM – qHTS for Small Molecule Agonists and Allosteric Enhancers of Human TRH Receptor: Primary Screen for Enhancers; enhancement, % at 2 µM; hit rate 0.66% among 360,000; AID 493056, 2011; TRHR cells, fluo-8 calcium fluorescence, EC20 TRH enhancement; in the data active = enhancement above about 30%; note: 0% is about no effect
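TRHR-expressing cells loaded with fluo-8 calcium dye were read kinetically (ex 480/em 530) during compound addition, then stimulated with an EC20 of TRH (10 nM final). Enhancement of the Gq-mediated intracellular calcium response was scored.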
D2 agonist – HTS Assay for Allosteric Agonists of the Human D2 Dopamine Receptor: Primary Screen for Agonists; D(2) dopamine receptor (Homo sapiens), P14416; HEK293 T-REx D2 cells, calcium flux agonist mode; activation, % at 2 µM; hit rate 0.53% among 340,000;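 active = activation over 3 SD above normal in the single-dose calcium agonist read, cut at about 30% in these data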; note: 0% is about no effect
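HEK293 Trex D2 cells, tetracycline-induced, o/n 30 C 5% CO2; no-wash Ca dye, RT 30–90 min; 10-cycle baseline, 23 nl cpd added, kinetic Ca read 180 s; agonist hits = positive Ca response.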
An asterisk follows results filed as active; . = no result given. Cut-off read from the data, not from the text of the source, unless noted: active = activation above about 30%; inactive = the rest.

Screens by letter – A = D1 antagonist; B = D1 potentiator; C = D2 antag; D = D2 PAM; E = RXFP1 antagonist; F = D1 ag; G = TRHR ag; H = TRHR PAM; I = D2 agonist
[1] COC(=O)c1ccc(N2C(=O)CC(SCC(=O)Nc3ccc(OC)cc3)C2=O)cc1 (stereo unspecified)
  A = 3	B = 2	C = 5	D = 0	E = -9	F = 1	G = -0.8	H = 2	I = 0.4
[2] CC1(C)Cc2c(sc(N)c2C#N)C(C)(C)N1
  A = -8	B = -3	C = -14	D = 7	E = 0	F = 2	G = 1.8	H = -1	I = -0.4
[3] O=C(CC1S/C(=N/N=C2CCCCCC2)NC1=O)Nc1ccccc1C(F)(F)F (stereo unspecified)
  A = 8	B = .	C = -17	D = -5	E = -7	F = 5	G = 0.0	H = -1	I = 3.2
[4] COc1ccc(CCNC(=O)c2cc3c(=O)oc4ccc(C)cc4c3s2)cc1OC
  A = -3	B = 2	C = .	D = -3	E = .	F = 2	G = 0.1	H = 1	I = 0.2
[5] CCNC(=O)N1CCCC(C(=O)c2ccc(-c3ccccc3)cc2)C1 (stereo unspecified)
  A = 5	B = -4	C = 6	D = -7	E = -7	F = 12	G = 0.1	H = 3	I = -0.1
[6] COc1cc(CCC(=O)OCC(=O)NCc2ccc(Cl)cc2)cc(OC)c1OC
  A = 9	B = -10	C = -43	D = 5	E = -8	F = 8	G = -0.7	H = -8	I = -1.7
[7] COc1ccccc1-n1c(CNC(=O)c2ccco2)n[nH]c1=S
  A = 4	B = -2	C = 1	D = -2	E = 2	F = 4	G = -0.4	H = -3	I = 0.7
[8] O=C(O)CCSc1nc2ccc(Br)cc2[nH]1
  A = -5	B = -2	C = -24	D = 13	E = -17	F = 4	G = -0.6	H = -3	I = -0.4
[9] CCCN(CCC)CC(O)Cn1c2ccccc2c2ccccc21 (stereo unspecified)
  A = 1	B = -4	C = -7	D = -7	E = -13	F = 31*	G = 1.2	H = -11	I = 0.7
[10] N#CC(C#N)=NNc1ccc(S(=O)(=O)N2CCCC2)cc1
  A = -27	B = -6	C = -10	D = -11	E = -17	F = 8	G = 1.3	H = -1	I = 0.5
[11] O=S(=O)(Nc1cccc(-c2cn3c(n2)SCC3)c1)c1ccc(F)cc1F
  A = -16	B = 1	C = 2	D = -1	E = 2	F = 3	G = 0.4	H = 6	I = -1.2
[12] Nn1c(SCC(=O)NC(=O)Nc2ccc3c(c2)OCCO3)nnc1C1CC1
  A = 3	B = 6	C = -3	D = 2	E = -15	F = 2	G = 0.0	H = -3	I = 2.2
[13] CCN(C(=O)Cn1c(=O)oc2ccccc21)c1ccc(C)c(C)c1
  A = 23	B = 1	C = -18	D = 6	E = -2	F = 2	G = 0.3	H = -1	I = -0.1
[14] COc1cc(C(=O)NCC(c2ccco2)N2CCCC2)ccc1OCc1ccccc1 (stereo unspecified)
  A = -6	B = -3	C = .	D = .	E = 12	F = 6	G = 1.3	H = -1	I = .
[15] COC(=O)c1ccnc(/C=N/O)c1
  A = 14	B = -5	C = 2	D = 7	E = -25	F = -1	G = 0.4	H = -3	I = 0.3
[16] CN(Cc1cccc(F)c1)C(=O)c1cc(=O)[nH]c2ccccc12
  A = -1	B = -1	C = .	D = .	E = 5	F = 1	G = 0.3	H = -3	I = .
[17] OCC#CCSc1nnc(-c2cccc3ccccc23)o1
  A = -6	B = -3	C = .	D = .	E = .	F = 10	G = -0.6	H = -1	I = .
[18] COCCCN(C(=O)Cc1ccc(Cl)c(Cl)c1)c1c(N)n(Cc2ccccc2)c(=O)[nH]c1=O
  A = 0	B = 0	C = 7	D = 4	E = 5	F = 6	G = -1.0	H = 8	I = -1.8
[19] CCN(CC)C(=O)C1CCCc2c1[nH]c1ccc(Cl)cc21 (stereo unspecified)
  A = -11	B = 4	C = -6	D = -5	E = .	F = 0	G = 1.5	H = -12	I = -0.7
[20] CCOc1ccc(Nc2cc(=O)n(C)c(=O)n2C)cc1
  A = -6	B = 3	C = 8	D = -4	E = .	F = 2	G = -0.4	H = -6	I = -0.9
[21] NC(=O)c1ccc(NCc2ccco2)c([N+](=O)[O-])c1
  A = -13	B = -4	C = 35*	D = 5	E = -2	F = -2	G = 0.3	H = -10	I = 0.7
[22] O=C(CN(C(=O)Cn1nnc(-c2cccs2)n1)c1ccc2c(c1)OCCO2)NC1CCCCC1
  A = 16	B = 6	C = -20	D = 7	E = -13	F = 1	G = 0.0	H = 3	I = 0.1
[23] C=CCN1C(=O)c2ccccc2Sc2ccc(C(=O)NCCC)cc21
  A = -3	B = 4	C = -20	D = -4	E = 0	F = 1	G = -0.7	H = 7	I = -0.3
[24] COc1cccc(/C=C/C(=O)OCC(=O)NCCNC(=O)COC(=O)/C=C/c2cccc(OC)c2)c1
  A = 5	B = -4	C = -13	D = 5	E = -5	F = 2	G = 0.4	H = -1	I = -0.1
[25] CCOC(=O)/C(C#N)=C/c1cc2ccccc2nc1Cl
  A = -4	B = 0	C = 15	D = 0	E = 7	F = 0	G = 0.9	H = -9	I = 0.4
[26] O=C(c1ccc(S(=O)(=O)N2CCOCC2)cc1)N1CCN(c2cccc(Cl)c2)CC1
  A = 0	B = -2	C = -7	D = 15	E = -2	F = 19	G = -0.2	H = 5	I = -0.5
[27] Cc1cc(C)cc(OCC(=O)N2CCC(c3nc4ccccc4s3)CC2)c1
  A = -6	B = 0	C = .	D = 0	E = -27	F = 4	G = -0.2	H = -8	I = -1.8
[28] Cc1ccc(NC(=O)C(C)N=C2NS(=O)(=O)c3ccccc32)cc1F (stereo unspecified)
  A = -12	B = -10	C = -10	D = -27	E = -3	F = 5	G = 0.5	H = -1	I = 1.7
[29] CCOC(=O)C(C)On1c(SC(C)C(=O)OCC)nc2ccccc2c1=O (stereo unspecified)
  A = 10	B = -5	C = -3	D = 3	E = -6	F = -3	G = -0.5	H = -9	I = 1.0
[30] Cc1ccc2c(c1)nnn2C1CCN(CC(=O)N2CCN(c3ccc(F)cc3)CC2)CC1
  A = -16	B = -2	C = -4	D = -19	E = .	F = 2	G = 0.4	H = -3	I = -0.6
[31] Cc1ccccc1/C(N)=N/O
  A = 5	B = -1	C = -2	D = 16	E = 0	F = 4	G = -0.8	H = 6	I = -2.1
[32] CCN1C(=O)c2ccc(C(=O)Nc3cccc(C(=O)O)c3)cc2C1=O
  A = -4	B = 3	C = 18	D = 9	E = 12	F = 2	G = 0.5	H = 4	I = -0.4
[33] CCc1ccccc1NS(=O)(=O)c1ccc2c(c1)OCC(C(=O)N1CCCC1)O2 (stereo unspecified)
  A = -9	B = -1	C = .	D = .	E = -14	F = 10	G = 0.3	H = 2	I = -1.3
[34] CCn1nccc1C(=O)Nc1ccc(C)c(C)c1
  A = 6	B = 0	C = 3	D = -11	E = -3	F = 0	G = 1.1	H = 0	I = 0.4
[35] Cc1c(C(=O)Nc2c(C)n(C)n(-c3ccccc3)c2=O)oc2c(Cl)cccc12
  A = -8	B = -8	C = -14	D = 1	E = -8	F = 2	G = -0.6	H = -6	I = -0.1
[36] CCCC(=O)Nc1cc(C)c(NC(=O)c2ccccn2)cn1
  A = -19	B = -2	C = 17	D = 4	E = 10	F = 3	G = -0.6	H = 16	I = 0.2
[37] COc1ccc(CNC(=O)Cn2c(-c3ccccc3)cc(C(C)=O)c2C)cc1OC
  A = -26	B = -4	C = .	D = -2	E = -5	F = 1	G = -0.4	H = -5	I = -0.2
[38] CC1(C)CC(=O)c2sc(NC(=O)CCS(=O)(=O)c3ccccc3)nc2C1
  A = 15	B = 7	C = -8	D = 7	E = 7	F = 10	G = -0.3	H = 6	I = 0.3
[39] Cc1ccc2c(c1)c1ncn(Cc3ccc(F)cc3)c(=O)c1n2C
  A = -11	B = 5	C = -12	D = -4	E = 6	F = 0	G = -0.5	H = 17	I = -2.2
[40] CC1CC(C)CN(C(=O)CNC(=O)c2sc3ccccc3c2Cl)C1 (stereo unspecified)
  A = 3	B = 12	C = 8	D = 1	E = -28	F = 1	G = 0.5	H = 0	I = 0.4
[41] CCC(=O)NNc1nc2c(C)c(C)ccc2s1
  A = 2	B = 5	C = -7	D = -7	E = -2	F = 1	G = -0.1	H = 1	I = 2.4
[42] CC(=O)c1ccc(NC(=O)C(C)Sc2nnnn2C)cc1 (stereo unspecified)
  A = -9	B = -5	C = 1	D = 2	E = -1	F = 2	G = 0.9	H = 7	I = -0.2
[43] Cc1ccc(C(=O)NCCC(=O)N2CCC3(CC2)NCCc2[nH]cnc23)cc1
  A = -3	B = 4	C = -34	D = 5	E = -2	F = 1	G = 0.1	H = 7	I = 0.8
[44] Cc1cccc(C)c1NC(=O)C1NC(=O)CC1c1ccccc1 (stereo unspecified)
  A = 2	B = 25	C = -14	D = -6	E = 2	F = 2	G = 0.3	H = -2	I = 0.8
[45] CCOC(=O)C1=C(N)c2ccccc2CC1C1CCCC1 (stereo unspecified)
  A = 0	B = 15	C = -9	D = -4	E = -30	F = 1	G = 1.3	H = -3	I = 0.6

Profiles, quoted from the list. Order of screens: D1 antagonist, D1 potentiator, D2 antag, D2 PAM, RXFP1 antagonist, D1 ag, TRHR ag, TRHR PAM, D2 agonist
`Cc1ccc(C(=O)NCCC(=O)N2CCC3(CC2)NCCc2[nH]cnc23)cc1` in the list: -3, 4, -34, 5, -2, 1, 0.1, 7, 0.8
`Cc1cccc(C)c1NC(=O)C1NC(=O)CC1c1ccccc1` (stereo unspecified) in the list: 2, 25, -14, -6, 2, 2, 0.3, -2, 0.8
`CCOC(=O)C1=C(N)c2ccccc2CC1C1CCCC1` (stereo unspecified) in the list: 0, 15, -9, -4, -30, 1, 1.3, -3, 0.6
`CC(=O)c1ccc(NC(=O)C(C)Sc2nnnn2C)cc1` (stereo unspecified) in the list: -9, -5, 1, 2, -1, 2, 0.9, 7, -0.2
`CCC(=O)NNc1nc2c(C)c(C)ccc2s1` in the list: 2, 5, -7, -7, -2, 1, -0.1, 1, 2.4
